High-throughput results (PubChem)
KOR beta-arrestin-1 = KOR agonists, beta-arrestin recruitment, primary screen, cell-based, luminescence, uHTS (AID 1777) | KOR beta-arrestin recruitment, luminescence; higher % means a stronger effect | one-dose activation, % at 10 µM; EC50 in µM for titrated hits | hit rate 0.02% among 280,000; in the data active = activation above about 50%, passing the limit was not always enough; also: a part of the inactive calls stands beside numbers as strong as those of hits
KOR beta-arrestin-2 = kappa opioid receptor blockers – cell-based, luminescence, uHTS (AID 1778); inhibition, % at 10 µM, or IC50 in µM where a hit was titrated; hit rate 0.091% among 290,000; KOR beta-arrestin recruitment, luminescence, antagonist mode; higher % means a stronger effect; in the data active = inhibition above about 50%; also: strong numbers were not always called active
GPR55 LPI antagonism = GPR55 antagonists blocking LPI-driven arrestin recruitment, primary screen, imaging, U2OS, beta-arrestin-GFP, LPI agonist (AID 2013); hit rate 0.13% among 290,000; U2OS GPR55 beta-arrestin-GFP translocation imaging, LPI antagonism; higher % means a stronger effect; inhibition, % at 10 µM; hits with a dose series show IC50 in µM;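 active = spots per cell inhibited over 60%, with over 100 cells counted and total cytoplasm intensity under 500,000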;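 also: U2OS cells stably carrying GPR55 and arrestin-GFP stimulated by 5 µM LPI near EC80; imaged beta-arrestin-GFP aggregate spots per cell after agonist stimulation; plate controls were LPI-stimulated DMSO wells for no effect and DMSO wells without LPI for full effect; some results filed as inactive read as strong as hits; confirmed hits need IC50 under 10 µM and bright autofluorescent wells are also inconclusive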
GPR55 activation = GPR55 agonists via beta-arrestin recruitment, primary screen, imaging, U2OS cells, beta-arrestin-GFP redistribution (AID 1961); U2OS GPR55 beta-arrestin-GFP redistribution imaging; higher % means a stronger effect; one-dose activation, % at 10 µM; EC50 in µM for titrated hits; hit rate 0.048% among 290,000;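 active = activation above 40% with more than 50 cells counted in the well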;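 also: U2OS osteosarcoma cells stably expressing GPR55 and beta-arrestin-GFP; plate controls were DMSO negative control for no effect and LPI positive control for full effect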
NOD1 inhibition = inhibition of NOD1-driven NF-kB reporter – cell-based, luminescence, uHTS, primary screen (AID 1578); NOD1-driven NF-kB luciferase reporter cells, luminescence; higher % means a stronger effect; one-dose inhibition, % at 4 µM; EC50 in µM for titrated hits; hit rate 1% among 290,000; in the data active = inhibition mostly above about 36%, no sharp cut-off; inactive = mostly below about 34%;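 also: HEK-293T reporter cells stimulated with the NOD1 agonist gamma-tri-DAP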
NS5 inhibitors = flavivirus cap methylation enzyme inhibition – biochemical, confirmation dose response, primary screen (AID 588689) | Dengue-2 NS5 methyltransferase capping enzyme assay, biochemical; higher % means a stronger effect | inhibition, % at 25 µM; hits with a dose series show IC50 in µM | hit rate 0.3% among 340,000; in the data active = a potency from the dose series
HIV fusion peptide = cell-free HIV fusion peptide-binding blockers – biochemical, uHTS, fluorescence dequenching, primary screen (AID 1986) | cell-free peptide binding, fluorescence dequenching, 30 min; higher % means a stronger effect | inhibition, % at 20 µM; hits with a dose series show IC50 in µM | hit rate 0.3% among 290,000; in the data active = inhibition mostly above about 52%, no sharp cut-off; inactive = mostly below about 76%; also: some results filed as inactive read as strong as hits
GPR35 arrestin U2OS = GPR35 antagonists blocking zaprinast-driven arrestin recruitment, primary screen, imaging, U2OS, beta-arrestin-GFP, zaprinast agonist (AID 2058) | U2OS GPR35 beta-arrestin-GFP translocation imaging, zaprinast antagonism; higher % means a stronger effect | inhibition, % at 10 µM; hits with a dose series show IC50 in µM | hit rate 0.052% among 290,000;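 active = inhibition of at least 50% with at least 30 cells and total cytoplasm GFP at most 10,000,000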
West Nile virus CPE = West Nile virus antiviral activity, cell-based, CPE readout (AID 1621); West Nile virus-infected cells, CPE inhibition; higher % means a stronger effect; CPE inhibition, % at 10 µM, or IC50 in µM where a hit was titrated; hit rate 0.02% among 290,000; in the data active = a potency from the dose series; also: strong numbers were not always called active
NS5 inhibitors pilot replicate = second read-out of NS5 inhibitors, no call of its own (marks repeat the call); inhibition, %; measured here: pilot screen replicate inhibition
Starred values were filed as active, the others as inactive; · = not tested or not shown; [ ] = dose if it differs, or a comment.

SMILES	KOR beta-arrestin-1	KOR beta-arrestin-2	GPR55 LPI antagonism	GPR55 activation	NOD1 inhibition	NS5 inhibitors	HIV fusion peptide	GPR35 arrestin U2OS	West Nile virus CPE	others
CCOc1ccc(/C=N/NC(=O)Cc2csc(Nc3cccc(C(F)(F)F)c3)n2)c(OCC)c1	-2.4%	-27%	11%	0.9%	-9%	-5%	-0.6%	0%	0.3%
CCC(=O)N1CCC2(CC1)Oc1ccc(Cl)cc1C(=O)C21CC(c2cccnc2)=NO1 (stereo unspecified)	-1.9%	28%	14%	-0.2%	-3%	6%	-1.5%	-18%	0.0%
CCc1cc(C(=O)OC)c(NC(=O)CC2Sc3ccc(C(F)(F)F)cc3NC2=O)s1 (stereo unspecified)	6.4%	3%	2%	-0.2%	-6%	8%	-1.4%	18%	-0.8%
CCc1ccc(N2C(=O)C3C4CCC(C4=C(C)C)C3C2=O)cc1 (stereo unspecified)	-3.1%	-1%	17%	-0.3%	-5%	-3%	-1.8%	8%	-0.7%
Cc1nn(-c2ccccc2)c2c1C1(C(=O)N(C)c3ccccc31)N(c1ccccc1)C(=O)N2 (stereo unspecified)	14%	9%	3%	-0.1%	-23%	0%	-1.7%	-1%	0.1%
Cn1c(=O)c([N+](=O)[O-])c(NCc2ccc3c(c2)OCO3)c2ccccc21	1.3%	4%	3%	-0.1%	-9%	·	-1.4%	3%	0.2%
O=C1CCCN1CCCN=c1c([N+](=O)[O-])nn(-c2ccc(Cl)cc2)n1O	-0.8%	0%[20 µM]	5%	-0.1%	-31%	8%	-0.9%	5%	1.3%
Cc1ccc([N+](=O)[O-])cc1S(=O)(=O)Nc1ccc(N2CCOCC2)cc1	-3.1%	5%	-6%	0.9%	-14%	·	-0.8%	-9%	0.4%
Cn1c2ccccc2c2nnc(SCC(=O)NC3CCCC3)nc21	-1.7%	12%	-5%	0.3%	-21%	-6%	0.8%	-4%	-0.1%
CN1CCN(/N=C/c2ccc(-c3ccc([N+](=O)[O-])cc3Cl)o2)CC1	0.7%	-107%[20 µM]	20%	-0.1%	-14%	-21%	0.9%	-4%	0.6%
Cc1cccn2c(=O)c3cc(C(=O)NC4CCCC4)c(=N)n(Cc4ccc(F)cc4)c3nc12	-3.2%	-1%	13%	1.6%	-2%	22%	0.0%	8%	0.3%
COc1cc2c(cc1OC)C(c1cccc([N+](=O)[O-])c1)NC(=O)C2 (stereo unspecified)	6.5%	-16%	-1%	0.1%	-46%	-2%	-0.8%	6%	-0.6%
O=C(NCc1ccc(F)cc1)C1C2C=CC3(CN(Cc4cccnc4)C(=O)C13)O2 (stereo unspecified)	1.4%	-6%	4%	-0.1%	-19%	-2%	-0.5%	7%	-0.2%
CC(C)(C)C1CCc2c(sc3c2C(=O)NC(c2ccco2)N3)C1 (stereo unspecified)	-2.2%	11%	-3%	-0.1%	-17%	3%	31%	9%	-0.4%
Cc1cccc(C)c1NC(=O)C1(NC(=O)C2CCCN2C(=O)OC(C)(C)C)CCCCC1 (stereo unspecified)	5.2%	-14%	-11%	-0.1%	-9%	2%	-0.7%	-5%	-0.6%	NS5 inhibitors pilot replicate=3.3
CCOC(=O)C1CCN(S(=O)(=O)c2cn(C)c(=O)n(C)c2=O)CC1	-0.7%	-61%	5%	0.3%	10%	-1%	-0.1%	-12%	0.0%
O=C1CCC(=O)N1OCCOc1ccc(Cl)c2ccccc12	-3.7%	-7%[20 µM]	22%	-0.1%	-28%	-5%	-0.3%	4%	-0.1%
NS(=O)(=O)c1ccc(NC(=O)COC(=O)COc2cccc(C(F)(F)F)c2)cc1	1.7%	6%	1%	0.9%	-6%	-17%	0.9%	12%	0.2%
COc1cc(OC)cc(C(=O)NNC(=O)c2ccc(S(=O)(=O)N3CC(C)OC(C)C3)cc2)c1 (stereo unspecified)	-2.3%	11%	10%	-0.6%	0%	-4%	-2.6%	2%	-0.4%
O=S(=O)(NCc1cccs1)c1cccc(S(=O)(=O)N2CCCCC2)c1	8.0%	-6%	-5%	-0.2%	2%	0%	0.3%	7%	0.8%
CSc1ccccc1-n1nnnc1SCC(=O)Nc1cc(C)ccc1C	2.7%	-24%	4%	0.3%	14%	-4%	9.8%	-5%	-0.4%
Fc1ccc(NC(=S)Nc2ccccc2Cl)cc1	0.5%	-13%[20 µM]	9%	-0.1%	-20%	13%	-1.6%	-12%	0.6%
COc1ccc(C)cc1S(=O)(=O)N1CCC(C(=O)N2CCN(C)CC2)CC1	7.4%	-11%	4%	-0.3%	1%	-5%	3.6%	-1%	0.0%
CCOc1ccc(S(=O)(=O)N2CCC(C(=O)NCC3CCCO3)CC2)cc1 (stereo unspecified)	1.7%	-9%	9%	-0.1%	-32%	2%	-0.2%	48%	-0.2%
CC(C(=O)N1CCCCC1)n1sc2ccccc2c1=O (stereo unspecified)	-3.5%	12%	5%	-0.1%	-59%	0%	1.0%	-12%	-0.4%

The final two records of the part above come first, to join the parts:
SMILES	KOR beta-arrestin-1	KOR beta-arrestin-2	GPR55 LPI antagonism	GPR55 activation	NOD1 inhibition	NS5 inhibitors	HIV fusion peptide	GPR35 arrestin U2OS	West Nile virus CPE	others
CCOc1ccc(S(=O)(=O)N2CCC(C(=O)NCC3CCCO3)CC2)cc1 (stereo unspecified)	1.7%	-9%	9%	-0.1%	-32%	2%	-0.2%	48%	-0.2%
CC(C(=O)N1CCCCC1)n1sc2ccccc2c1=O (stereo unspecified)	-3.5%	12%	5%	-0.1%	-59%	0%	1.0%	-12%	-0.4%
COc1cc(NC(=O)CSc2nccc(=O)[nH]2)c(C)cc1[N+](=O)[O-]	-4.6%	10%[20 µM]	-9%	-0.1%	-24%	-2%	0.1%	1%	0.0%
Cc1cc(Br)cc2c1NC(=O)C2(c1c(C)n(C)n(-c2ccccc2)c1=O)c1c(C)n(C)n(-c2ccccc2)c1=O	-5.4%	11%	19%	-0.2%	-14%	-5%	-0.4%	0%	0.2%
COc1ccc(CCNC(=O)C2CCN(S(=O)(=O)c3ccc(C)cc3)CC2)cc1OC	-6.4%	23%	3%	-0.2%	7%	-11%	-0.5%	7%	-0.7%
N/C(=N\OC(=O)N1CCOCC1)c1ccc(Br)cc1	7.3%	-23%	4%	-0.3%	32%	1%	-0.2%	-3%	-0.7%
CN(C)c1ccc(CN(C(=O)c2ccc(Cl)c([N+](=O)[O-])c2)C2CCS(=O)(=O)C2)cc1 (stereo unspecified)	1.1%	-15%	-7%	-0.3%	-4%	-5%	-0.5%	12%	-0.3%
CCOc1ccc2nc(SCC(=O)NCc3ccco3)sc2c1	-2.9%	4%	-3%	0.1%	-35%	-9%	-3.1%	14%	-0.9%
O=C(c1ccc(Cl)cc1)N1N=C(c2ccccn2)CC1(O)C(F)(F)F (stereo unspecified)	1.8%	4%	-18%	-0.2%	3%	1%	-1.0%	7%	-0.9%
Cc1ccc(NS(=O)(=O)c2cc3c4c(c2)CC(=O)N4CCC3)cc1C	-0.3%	-14%	11%	-0.1%	3%	-4%	-1.6%	-9%	0.1%
CC1(C)NC(=O)N(CCCCOc2ccc(Cl)cc2C=O)C1=O	2.9%	-79%	-9%	0.1%	-26%	-12%	2.9%	3%	-0.8%
O=C(CNC(=O)/C=C/c1ccco1)N=Nc1c(O)[nH]c2ccccc12	1.9%	18%	13%	-0.2%	-12%	0%	17%	3%	0.2%
CC(=O)NC(CC(=O)NCCOc1ccccc1F)c1ccccc1 (stereo unspecified)	-0.5%	-18%	15%	0.3%	20%	-8%	2.8%	14%	-0.4%
Cc1ccc(OCC(=O)N(Cc2ccccc2)C2CCS(=O)(=O)C2)c([N+](=O)[O-])n1 (stereo unspecified)	-4.0%	5%	0%	-0.2%	-23%	0%	-0.2%	-2%	-0.2%
C=CCOc1nc2c(c(=O)n(C)c(=O)n2C)n1Cc1c(Cl)cccc1Cl	1.6%	6%	17%	0.2%	-34%	-2%	-2.0%	-4%	-0.3%
CC(=O)Nc1ccc(NC(=O)COC(=O)/C(=C/c2ccccc2)n2nnnc2C)cc1	-0.5%	18%	17%	0.6%	-15%	3%	0.2%	-2%	-0.3%
CC(c1ccccc1)N1CNc2c(c(=O)n(C)c(=O)n2C)C1 (stereo unspecified)	9.5%	16%	-3%	-0.3%	5%	-6%	-1.4%	-2%	0.0%
O=C(O)c1ccc2nc(C(F)(F)F)[nH]c2c1	-4.1%	15%	1%	-0.1%	-9%	-1%	-0.7%	4%	0.2%	NS5 inhibitors pilot replicate=-4.4
O=C(NCc1ccco1)C1CCN(c2ccc(S(=O)(=O)N3CCOCC3)cc2[N+](=O)[O-])CC1	-0.5%	-12%	5%	0.0%	-24%	-3%	-1.9%	4%	-1.1%
Cc1ccc(NC(=O)CCSc2ccccn2)cc1	2.6%	2%	0%	-0.2%	-97%	2%	2.4%	-6%	-0.1%
COc1ccc(CCNS(=O)(=O)c2ccc(-n3cnnn3)c(OC)c2)cc1OC	10%	-27%	10%	-0.1%	-10%	0%	0.8%	13%	0.3%
O=C1[C@@H]2Cc3c([nH]c4ccccc34)C(c3ccc([N+](=O)[O-])cc3)N2C(=O)CN1C1CC1 (stereo partly specified)	-0.1%	21%	8%	-0.1%	4%	-3%	-1.0%	6%	-1.2%
COc1ccccc1NC(=O)CCCn1c(=S)[nH]c2ccccc2c1=O	-4.4%	-16%	5%	0.2%	-2%	-2%	-0.4%	-5%	-0.7%
O=C(COC(=O)C1CC(O)CN1S(=O)(=O)c1ccc(Cl)cc1)c1ccccc1 (stereo unspecified)	8.2%	1%	-18%	-0.4%	23%	-3%	0.3%	-3%	-0.3%
Nc1ccc(C2=Nc3cccc4cccc(c34)N2)cc1	0.5%	33%	1%	-0.3%	14%	24%	-4.4%	-3%	·
O=C(Nc1ccc(N2CCCC2)c(S(=O)(=O)Nc2cccc(C(F)(F)F)c2)c1)c1cccs1	3.7%	-8%	16%	-0.2%	-18%	-10%	2.4%	11%	-1.4%
CCOC(=O)C1CCN(S(=O)(=O)c2ccc3c(c2)NC(=O)CS3)CC1	18%	-32%	-8%	0.1%	27%	2%	-0.4%	6%	0.4%

Structures shown so far that contain bromine, in the order listed:
SMILES	KOR beta-arrestin-1	KOR beta-arrestin-2	GPR55 LPI antagonism	GPR55 activation	NOD1 inhibition	NS5 inhibitors	HIV fusion peptide	GPR35 arrestin U2OS	West Nile virus CPE	others
Cc1cc(Br)cc2c1NC(=O)C2(c1c(C)n(C)n(-c2ccccc2)c1=O)c1c(C)n(C)n(-c2ccccc2)c1=O	-5.4%	11%	19%	-0.2%	-14%	-5%	-0.4%	0%	0.2%
N/C(=N\OC(=O)N1CCOCC1)c1ccc(Br)cc1	7.3%	-23%	4%	-0.3%	32%	1%	-0.2%	-3%	-0.7%

Only part of the results is shown; the hit share may differ from the screen's.
